Screening data deposited in PubChem BioAssay by National Center for Advancing Translational Sciences (NCATS).
KDM5B inhibitor = Primary screen for KDM5B Histone Demethylases FDH-coupled qHTS; Lysine-specific demethylase 5B (Homo sapiens), Q9UGL1; KDM5B demethylase, FDH-coupled NADH fluorescence (FDH is formaldehyde dehydrogenase); Potency, µM (titrated, usually from 57.7 µM), for inactives: at the highest dose activity change, negative = inhibition, usual class: inhibitors; 2.6% of 220,000 active; AID 1347165, 2019; active means well fitted inhibition curve with a large enough effect; inconclusive means small, poorly fitted or top-dose-only effect; inactive means no such curve, though single readings can be large or run the other way; further: 0% is about no effect; nearly all actives have a fitted effect of over 70% in size
Target sequence (Q9UGL1 whole entry, looked up): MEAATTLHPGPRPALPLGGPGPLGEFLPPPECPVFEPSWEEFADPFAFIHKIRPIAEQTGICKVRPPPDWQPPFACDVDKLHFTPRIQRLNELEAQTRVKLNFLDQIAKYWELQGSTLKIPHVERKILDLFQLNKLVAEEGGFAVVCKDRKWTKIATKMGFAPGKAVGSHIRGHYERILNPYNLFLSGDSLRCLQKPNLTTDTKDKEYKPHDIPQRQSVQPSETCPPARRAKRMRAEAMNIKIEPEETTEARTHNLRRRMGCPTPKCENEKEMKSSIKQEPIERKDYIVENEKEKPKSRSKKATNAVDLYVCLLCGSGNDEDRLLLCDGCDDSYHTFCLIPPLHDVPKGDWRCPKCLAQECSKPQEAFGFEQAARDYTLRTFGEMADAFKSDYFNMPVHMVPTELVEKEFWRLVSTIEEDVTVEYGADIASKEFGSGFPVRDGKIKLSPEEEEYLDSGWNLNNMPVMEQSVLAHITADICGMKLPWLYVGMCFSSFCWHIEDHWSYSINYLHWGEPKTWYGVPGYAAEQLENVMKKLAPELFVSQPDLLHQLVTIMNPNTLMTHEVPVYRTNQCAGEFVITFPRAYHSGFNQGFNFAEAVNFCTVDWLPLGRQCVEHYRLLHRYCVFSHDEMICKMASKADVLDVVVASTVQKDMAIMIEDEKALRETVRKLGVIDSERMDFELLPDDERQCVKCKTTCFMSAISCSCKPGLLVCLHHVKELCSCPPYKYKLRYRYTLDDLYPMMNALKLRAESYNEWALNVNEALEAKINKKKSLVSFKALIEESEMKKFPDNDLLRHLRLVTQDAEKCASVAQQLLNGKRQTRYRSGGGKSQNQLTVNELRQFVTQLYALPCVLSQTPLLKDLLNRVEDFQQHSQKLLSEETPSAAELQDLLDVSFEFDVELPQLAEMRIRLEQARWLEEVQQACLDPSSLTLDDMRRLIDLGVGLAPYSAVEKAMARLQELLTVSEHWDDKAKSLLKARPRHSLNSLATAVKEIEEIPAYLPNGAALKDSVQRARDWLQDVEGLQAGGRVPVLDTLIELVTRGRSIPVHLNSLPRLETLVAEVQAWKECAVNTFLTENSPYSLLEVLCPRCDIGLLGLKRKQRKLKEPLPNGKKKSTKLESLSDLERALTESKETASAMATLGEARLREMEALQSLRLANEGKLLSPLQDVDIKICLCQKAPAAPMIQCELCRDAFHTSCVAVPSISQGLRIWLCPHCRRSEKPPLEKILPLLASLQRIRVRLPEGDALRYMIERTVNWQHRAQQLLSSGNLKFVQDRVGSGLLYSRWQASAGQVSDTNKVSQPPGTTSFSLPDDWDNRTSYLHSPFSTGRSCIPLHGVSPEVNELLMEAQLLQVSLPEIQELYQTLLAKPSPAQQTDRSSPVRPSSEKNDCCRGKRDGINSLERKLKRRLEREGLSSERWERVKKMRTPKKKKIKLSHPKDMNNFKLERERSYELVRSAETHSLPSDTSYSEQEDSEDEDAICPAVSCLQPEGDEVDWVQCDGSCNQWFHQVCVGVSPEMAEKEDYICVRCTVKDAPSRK
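Coupled FDH/NAD⁺ fluorescence readout. KDM5BΔAP 200 nM final; compound titration, 10 min RT preincubation; substrate mix 12.5 µM H3K4me3, 25 µM 2-OG, 50 µM Fe(II), 100 µM ascorbate, 0.25 mM NAD⁺, 0.25 U/mL FDH; ΔRFU over 30 min.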
Starred values were filed as active, the others as inactive; u = inconclusive; & = joins results of further samples; [ ] = remark or other dose. Potency means the concentration at half of the fitted maximal effect. Some of the compounds tested. The share of hits here may be higher or lower than overall.

Structure,KDM5B inhibitor
O=C(NC1CCCN(c2cc(-c3ccccc3)[nH]n2)C1)c1ccc(Br)cc1 (stereo unspecified),13%
Cc1cc(C)c(NC(=O)CN(C)C(=O)c2cc(=O)c3ccccc3o2)c(C)c1,13%
COc1ccc(C(CC(=O)NCc2ccc(Cl)cc2)N2Cc3ccccc3C2=O)cc1OC (stereo unspecified),-7%
CC(NC(=O)C(C)NC(=O)CNC(=O)OCc1ccccc1)C(=O)O (stereo unspecified),22%
O=C(COc1ccccc1N1C(=O)C2C3C=CC(C3)C2C1=O)c1ccccc1 (stereo unspecified),19%
Cc1ccc([C@H]2C[C@@H](O)[C@@H](O)[C@@H]2NC(=O)C2CC2)cc1,3%[115 µM]
CCCNC(=O)CCNS(=O)(=O)c1cccc(C(C)=O)c1,0%
N#Cc1cccc(Oc2cccc(-c3cnc4ccccc4n3)c2)c1C#N,-12%
CCOc1ccccc1NC(=O)CSc1nc2ccccc2o1,21%
CC(C)c1ccc(NC(=O)Cn2nc3n(c2=O)CCCCC3)cc1,10%
CCOc1cc(S(=O)(=O)N2CCN(CCO)CC2)ccc1Br,16%
Cc1cccc(OCC2(CNC(=O)c3cc(C)nn3C)C[C@@H](O)[C@@H](O)C2)n1 (stereo partly specified),32µM*
COc1ccc(CC(=O)Nc2ccc3n(c2=O)C[C@H]2C[C@@H]3CN(C(=O)c3ccc4ccccc4c3)C2)cc1,u
Cc1csc(CN(C)C(=O)CN2C[C@@H]3CC[C@H](CC2=O)N3)n1,-19%
Cc1cnc(C2CCOCC2)n1C1CCCN(Cc2ccc(C#N)cc2)C1 (stereo unspecified),8%
COCCn1c(C)cc(O)c(C(c2ccc(OC)cc2)N2CCCCC2)c1=O (stereo unspecified),u

Part of the list above in order of length of the SMILES, falling.
Structure,KDM5B inhibitor
COc1ccc(CC(=O)Nc2ccc3n(c2=O)C[C@H]2C[C@@H]3CN(C(=O)c3ccc4ccccc4c3)C2)cc1,u
COCCn1c(C)cc(O)c(C(c2ccc(OC)cc2)N2CCCCC2)c1=O (stereo unspecified),u
Cc1cnc(C2CCOCC2)n1C1CCCN(Cc2ccc(C#N)cc2)C1 (stereo unspecified),8%
CC(C)c1ccc(NC(=O)Cn2nc3n(c2=O)CCCCC3)cc1,10%

Other entries
Structure,KDM5B inhibitor
COc1cc2[nH]c(=O)n(Cc3ccc(C(=O)N4CCN(c5ccc(Cl)cc5)CC4)cc3)c(=O)c2cc1OC,u
COc1ccc(CNC(=O)CSCc2nc(-c3ccc(OC)c(OC)c3)oc2C)cc1,u
CCOC(=O)N1CCc2c(sc(NCc3sccc3C)c2C(=O)Nc2ccc(OC)cc2OC)C1,u
CCC(C(=O)Nc1cc(F)ccc1F)n1nc(-c2cc(C)ccc2C)ccc1=O (stereo unspecified),1%&-3%
Cc1cc(C)c(C)c(S(=O)(=O)N[C@@H](C)C(=O)OC(C)C(=O)NC(N)=O)c1C (stereo partly specified),26%
CCN1Cc2nc(OC)c(CNC(=O)C3(C)CCCCO3)cc2C1=O (stereo unspecified),20%
COc1ccc(-c2nccn2CC(CO)Cc2ccsc2)cc1O (stereo unspecified),1%
CC(C)OCCCNC(=S)NC1CCCC1,u

A different layout for some results above.
KDM5B inhibitor	SMILES
u	COc1ccc(CNC(=O)CSCc2nc(-c3ccc(OC)c(OC)c3)oc2C)cc1
u	CCOC(=O)N1CCc2c(sc(NCc3sccc3C)c2C(=O)Nc2ccc(OC)cc2OC)C1
1%&-3%	CCC(C(=O)Nc1cc(F)ccc1F)n1nc(-c2cc(C)ccc2C)ccc1=O (stereo unspecified)
u	COc1cc2[nH]c(=O)n(Cc3ccc(C(=O)N4CCN(c5ccc(Cl)cc5)CC4)cc3)c(=O)c2cc1OC
22%	CC(NC(=O)C(C)NC(=O)CNC(=O)OCc1ccccc1)C(=O)O (stereo unspecified)
-12%	N#Cc1cccc(Oc2cccc(-c3cnc4ccccc4n3)c2)c1C#N
u	CC(C)OCCCNC(=S)NC1CCCC1

The results go on.
Structure,KDM5B inhibitor
CCCCC(CC)C(=O)Nc1c(F)c(F)c(F)c(F)c1F (stereo unspecified),5%
CC(NC(=O)c1ccc(F)cc1Br)c1ccc(F)cc1 (stereo unspecified),0%
COc1cc(C2CC(=O)N3CN(c4cccc(Cl)c4)CSC3=C2C#N)ccc1O (stereo unspecified),-28%
CC(C)(C)c1ccc(C(=O)NCC(c2cccs2)S(=O)(=O)c2ccc(F)cc2)cc1 (stereo unspecified),u
Cc1oc(-c2ccccc2)nc1C(=O)OCC(=O)NC(C)C(C)C (stereo unspecified),-10%
CCC(C)NC(=O)CCc1c(C)nc2c(c(C)nn2-c2ccccc2)c1C (stereo unspecified),u
Cc1cc(C)cc(-c2nnc(SCC(=O)N3CCC(C)CC3)o2)c1,15%
Cc1nnc(C2CCCCCN2S(=O)(=O)c2ccccc2C)o1 (stereo unspecified),-17%
CN1CCCN=C1/C=C/c1cccs1,-18%
COc1ccc(OC)c(N(CC(=O)NCc2ccccc2)S(=O)(=O)c2ccc(OC)c(OC)c2)c1,25%
CC(C)c1ccc(CCC(=O)NC2CC3CCC2C3)cc1 (stereo unspecified),13%
CC(C)C(=O)Nc1ccc(NC(=O)CC(C)(C(=O)O)c2ccccc2)cc1 (stereo unspecified),-14%
CS(=O)(=O)N1C[C@H]2CCN(C(=O)c3ccc(=O)[nH]c3)C[C@H]21,-19%
COc1cccc(C2=NN(C(C)=O)C(c3cccs3)C2)c1 (stereo unspecified),u
COCC(c1ccccn1)N(C)Cc1cn(-c2ccccc2)nn1 (stereo unspecified),-7%
COC(=O)CNC(=O)c1ccc(C)c(C)c1,7%
O=C(NCc1cccs1)c1ccc(CN2C(=O)NC3(CCS(=O)(=O)CC3)C2=O)cc1,-13%
CC(=O)N1CCC(C2CCN(S(=O)(=O)c3ccc(C#N)cc3)C2)CC1 (stereo unspecified),32%[activator]
Cc1ccc(C(CC(=O)O)NC(=O)C2CCC2)cc1 (stereo unspecified),15%
COCCNC(=O)c1ccc2c(c1)NC(=O)C(CS(=O)(=O)Cc1ccc(F)cc1Cl)N2 (stereo unspecified),u
COc1cc(OC)cc(N2CCN(S(=O)(=O)c3ccc(-n4cnnn4)cc3)CC2)c1,-14%
CO[C@H]1[C@H](NC(=O)CN2CCOC2=O)c2ccccc2C12CCNCC2,7%
O=C(N[C@H]1CCN2C(=O)c3cc(-c4ccc(Cl)cc4)ccc3NC(=O)[C@@H]2C1)c1ccncc1,-13%
COc1cc2nc(SCC(=O)Nc3c(C)cc(C)cc3C)n3nc(CCn4c(C)nc5ccccc54)nc3c2cc1OC,-18%

Later entries:
smiles	KDM5B inhibitor
CCOc1ccc(S(=O)(=O)Nc2cccc(-c3nnc4n3CCCCC4)c2)cc1	-4%
O=C(O)COc1ccccc1/C=N/NC(=O)c1cc(-c2ccc(Cl)cc2)nc2ccccc12	u
COC(=O)c1ccc(NC(=O)c2cc3cc(C)ccc3n2C)cc1	u
CC(C)NC(=O)c1cc(-c2ccc(S(C)(=O)=O)cc2)nc2c1cnn2C	79µM*
C[C@H](O)c1onc(-c2ccc(F)cc2)c1C(=O)NC1CC1	41%[activator][115 µM]
CCN(CC)CCNC(=O)C1CCN(c2nn3cc(-c4ccc(F)cc4)nc3s2)CC1	-11%
COc1cc(C(=O)Oc2c(Sc3ccc(C)cc3)c(C)nn2-c2ccccc2)cc(OC)c1OC	u
Cc1ccccc1COC1CN(C(=O)C2CCN(C(=O)C3CC3)CC2)C1	27%
CC1CCN(S(=O)(=O)c2cn(CC(=O)Nc3cccc(-c4ccno4)c3)cn2)CC1	-4%
CCN1C(=O)C2(CCN(S(=O)(=O)c3cc(F)ccc3C)CC2)c2ccccc21	3%
CN1CCN(C2CC(=O)N(CCc3ccccc3)C2=O)CC1 (stereo unspecified)	0%
COc1ccccc1NC(=O)CN1C(=O)NC2(CCC(C)CC2)C1=O (stereo unspecified)	27%
O=C(Cc1ccc(F)cc1)N1CCCN(c2nc3ncccc3o2)CC1	-14%
Cc1cc(C)c(NC(=O)CSc2nc3ccncc3[nH]2)c(C)c1	-14%
Cc1cc(C)c2c(NC(=O)c3ccccc3Cl)c(C(=O)Nc3ccc(C)c(C)c3)sc2n1	2%
O=C(NCC12CC3CC(CC(C3)C1)C2)C1CCCCC1	-6%
CC1CCCCN1S(=O)(=O)c1ccc2nc(N3CCCCCC3)ccc2c1 (stereo unspecified)	u
CN1CCCC2(CCN(C(=O)CN3CCOc4ccccc4C3)C2)C1=O (stereo unspecified)	-12%
O=C(NCc1ccccc1)N1CCCCCC1c1nc(-c2ccncc2)no1 (stereo unspecified)	-30%
COc1ccccc1CNC(=O)Cn1ccsc1=N	-27%
COc1cccc(/C=C2\Oc3ccc(O)cc3C2=O)c1O	-3%
CCNC(=O)N(C1CC1)C1CCOC2(CCN(C(=O)COc3ccccc3)CC2)C1 (stereo unspecified)	-17%
Cc1ncccc1OCC1CN(Cc2cccc(C(F)(F)F)c2)C(=O)c2c(ccnc2-c2ccc(OCC(=O)O)cc2)O1 (stereo unspecified)	-26%
Cc1c(NC(=O)CCc2cc3n(n2)CCNC3)cccc1-c1nncn1C	u
Cc1nn(CCO)c(C)c1NC(=O)CCc1cc2n(n1)CCCNC2	u
CN1[C@H](C(=O)O)C[C@H](C(=O)NCC(C)(C)CO)[C@@H]1c1cccc(F)c1F	-18%
O=C(N[C@@H]1CN(C(=O)Nc2ccccc2)CCC[C@H]1O)c1ccc(OCCN2CCOCC2)cc1	22%
Cc1ccc(CN2CCCCCCNC(=O)[C@@H]3CCC[C@@H]32)s1	u
Cc1cc2c(cc3c(SCC(=O)Nc4ccc(Cl)cc4F)nncn32)o1	u
O=C(O)COCC(=O)NCc1nc(-c2ccc(C(F)(F)F)cc2)no1	-27%
O=C(NC1CCCCC1)C1CCCN(C(=O)c2ccc3cc[nH]c3c2)C1 (stereo unspecified)	u
CCn1c(SCC(=O)c2ccc(Br)s2)nnc1-c1ccccc1	-12%
Cc1cccc(NC(=O)c2cc3c(=O)n4ccccc4nc3n2C)c1C	u
Cc1ccc2c(c1)nc1n2[C@@H](CNC(=O)c2ccncc2)COC1	-12%[86.2 µM]
CCC(C)C(NC(=O)NCc1ccc(C)cc1)C(=O)O (stereo unspecified)	24%
Cc1ccccc1NC(=O)c1c(C)oc2ccc(O)c(CN(C)Cc3ccccc3)c12	22%
CCc1ccc(S(=O)(=O)c2cn(CC(=O)Nc3ccc(C)cc3)c3ccccc3c2=O)cc1	-18%
CCc1nc(-c2c3n(c(=O)n(CC(=O)Nc4ccccc4)c2=O)CCCCC3)no1	-14%
COc1cccc(SC(C)C(=O)c2ccc3c(c2)NC(=O)CO3)c1 (stereo unspecified)	-20%
O=C(NCC1CCCN(C(=O)c2cn[nH]c2-n2cnnn2)C1)c1cccs1 (stereo unspecified)	9%
C=CCOc1ccc(/C=C/C(=O)OCC(=O)NCCC2=CCCCC2)cc1	u
CC(C)C(=O)Nc1cc2c(cc1Sc1ccccc1Cl)n(C)c(=O)n2C	14%
CC(OC(=O)CC1Oc2ccccc2NC1=O)C(=O)NC1CCCCC1 (stereo unspecified)	4%
CC(C)NC(=O)N1CCC2(CC1)CC(N(C(=O)c1ccccc1)C1CC1)CCO2 (stereo unspecified)	26%
Cc1ccccc1CCC1CCCN(S(C)(=O)=O)C1 (stereo unspecified)	12%
Cc1ccc2nc(C)cc(C(=O)OC(C)C(=O)Nc3cc(C)on3)c2c1 (stereo unspecified)	u
Cc1[nH]cnc1CN1CCN(C2CCCC2)CC(C(=O)O)C1 (stereo unspecified)	-19%
COCCOCC(=O)N1[C@@H]2CC[C@H]1CC(NC(=O)c1ccc(F)cc1)C2 (stereo partly specified)	24%
Cc1cc(C)c(NC(=O)CSc2ccc(-c3sc(-c4ccccc4)nc3C)nn2)c(C)c1	-12%
CCOc1cc2c(cc1OCC)C(CC(=O)O)N(C(=O)Nc1ccc(Br)c(C)c1)CC2 (stereo unspecified)	-2%
Cc1ccc(Cc2ccc(C(=O)O)o2)cc1	17%
COc1ccc(Cl)cc1N1CC(c2nc3ccccc3n2C)CC1=O (stereo unspecified)	-9%
Cc1ccc2nc3n(c2c1)[C@@H](CNC1CCCCC1)COC3	3%[86.2 µM]
Cc1cc(=O)n(CC(=O)Nc2ccc(Br)cc2F)c(N(C)Cc2ccccc2)n1	-11%
O=c1[nH]c(C2CCCN(S(=O)(=O)c3ccccc3Cl)C2)nc2c1nnn2Cc1ccc(OC(F)(F)F)cc1 (stereo unspecified)	-9%
CCCNC(=O)CNC(=O)c1cc(=O)[nH]c2ccccc12	u
COc1cc(/C=N\NC(=O)CNC(=O)C(c2ccccc2)c2ccccc2)ccc1O	-4%
Cc1ccc(Nc2nc(C)c3c(n2)CC(C)CC3=O)c(C)c1 (stereo unspecified)	32%
CCn1cc(C(=O)OCC(=O)Nc2cccc(C(C)=O)c2)c(=O)c2ccc(C)nc21	u
CC(C)(C)CC(=O)N1CCN(C2CCCCC2)CC1	-16%
COc1ccc(NC(=O)CN2C(=O)C(c3ccc(C)cc3)=NC23CCCCCC3)cc1Cl	-22%
CCn1nc(-c2ccccc2)c(-c2ccccc2)c(C(=O)OCCOC)c1=O	-9%
CCc1ccc(NC(=O)CN2C(=O)CCSc3ccc(S(=O)(=O)N4CCCC4)cc32)cc1	0%
